Screening data deposited in PubChem BioAssay by National Center for Advancing Translational Sciences (NCATS).
GLP1R cytotox = cytotoxicity in counter-screen for GLP-1R inverse agonists. HEK293 cAMP-luciferase reporter cells, luminescence, 24 h. Potency, µM (highest dose often 38.3 µM), for inactives: at the top dose activity change, negative = inhibition, actives largely listed as inhibitors. 410,000 compounds, 0.13% hits;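 further: loss of luciferase light is scored as toxicity; potency means the concentration at half of the fitted maximal effect; on the % scale 0 is the no-effect control and ±100 the full control effect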
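Step one: seed cells (200 cells/uL, DMEM with 10% Nu serum, 1% pen-strep). Step two: 12-hour incubation at 37 deg C. Step three: pin 23 nL compound, incubate 24 hr. Step four: add luciferase reagent, read luminescence 12 min later.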
PLK1 PBD block = PLK1 (human) polo-box domain binding inhibition; Potency, µM, without a hit: max response, negative = inhibition, usual class: inhibitors; Plk1 PBD binding of FITC phosphopeptide, fluorescence polarization; 360,000 compounds, 2.8% hits; further: potency means the concentration at half of the fitted maximal effect; series mostly up to about 57 µM; on the % scale 0 is the no-effect control and ±100 the full control effect; nearly all actives have a fitted effect of over 65% in size
IL2 activator = IL-2 activation; activation, % (series mostly up to about 46 µM); 360,000 compounds, 0.065% hits; IL-2 activation reporter assay, cell-based qHTS; stimulated with anti-CD3/CD4/CD28 beads; in transgenic mouse T cells; AID 652025; in the data active means activation above about 50%; inconclusive means mostly about 30% to 49%; further: 0% is about no effect
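Screening format: compound pinned onto unstimulated transgenic mouse T cells, 60 min incubation, then anti-CD3/anti-CD4/anti-CD28 bead stimulation for 18 hours at 37 degrees C, followed by EGFP and DsRed detection.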
PI5P4Ka inh = PI5P4K alpha (human) kinase inhibition; PI5P4Kalpha enzyme, ADP-Glo luminescence, 60 min; stronger effect = lower value; 330,000 compounds, 1.2% hits; max response, %; P48426; active means max response of -50% or lower; inconclusive means between -30% and -50%; inactive means -30% or higher; further: value at the top dose of about 77 µM; on the % scale 0 is the no-effect control and ±100 the full control effect
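ADP-Glo luminescence end-point after a 60 min room-temperature kinase reaction. PI5P4Kalpha and substrate in HEPES pH 7.4 buffer with EGTA, 0.1% CHAPS and 5% DMSO; ATP at 5 microM final.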
EPAC1 ag = activates human EPAC1 exchange factor. O95398. EPAC1 agonist qHTS, biochemical assay; response scale: 100% = response to 6.5 mM cAMP. Potency, µM (top dose mostly 154 µM), without a hit: at the top dose activation, hits mostly activators. 360,000 compounds, 0.073% hits. AID 720707; further: potency means the concentration at half of the fitted maximal effect; nearly all actives have a fitted effect of over 60% in size
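Fluorescent GDP-exchange assay: 100 nM EPAC1 with 250 nM Rap1B preloaded with BODIPY-GDP and 50 uM GDP; compounds tested as concentration series, 5 min at room temperature, then read every 5 min for 30 min (ex 480/em 540 nm); normalized to 6.5 mM cAMP.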
PTHR1 agonist = activates the human parathyroid hormone receptor PTHR1. HEK293 GP2 PTHR1 cells, GloSensor cAMP luminescence, 1 h. AID 743266. 410,000 compounds, 0.075% hits. Q03431. Potency, µM (top dose mostly 115 µM), inactives show at the top dose activation, actives largely listed as activators; further: potency means the concentration at half of the fitted maximal effect; nearly all actives have a fitted effect of over 55% in size; some results filed as inactive show a strong effect at the top dose; inactives centre near -15; many of its hits are not listed in these tables
Target sequence (Q03431 whole entry, looked up): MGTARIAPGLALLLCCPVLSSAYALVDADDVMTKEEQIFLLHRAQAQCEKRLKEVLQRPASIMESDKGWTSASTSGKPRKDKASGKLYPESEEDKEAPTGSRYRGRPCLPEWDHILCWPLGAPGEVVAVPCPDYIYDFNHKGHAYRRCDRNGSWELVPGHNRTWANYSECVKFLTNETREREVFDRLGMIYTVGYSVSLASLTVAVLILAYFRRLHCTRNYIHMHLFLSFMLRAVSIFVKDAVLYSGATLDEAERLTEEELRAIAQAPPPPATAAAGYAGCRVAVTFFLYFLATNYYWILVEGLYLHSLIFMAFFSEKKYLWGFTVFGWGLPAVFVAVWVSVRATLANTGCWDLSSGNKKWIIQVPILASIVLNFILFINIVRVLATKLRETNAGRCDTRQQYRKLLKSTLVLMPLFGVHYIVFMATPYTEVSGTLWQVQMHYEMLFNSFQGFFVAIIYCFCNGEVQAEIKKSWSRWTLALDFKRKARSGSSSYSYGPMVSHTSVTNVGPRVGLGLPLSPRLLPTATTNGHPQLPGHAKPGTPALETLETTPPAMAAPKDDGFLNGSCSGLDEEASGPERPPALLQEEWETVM
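HEK-293-derived GP2 cells expressing PTHR1 and a GloSensor cAMP reporter, 3,000/well, plated overnight, given luciferin plus IBMX (each 0.5 mM as added) for 1 h at 37 °C, then compound for 1 h at 37 °C. Luminescence was read after 15 min at room temperature.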
EPAC1 antag = blocks human EPAC1 exchange factor. O95398. EPAC1 GEF assay, Rap1b-BODIPY-GDP exchange fluorescence. Potency, µM (series often up to 115 µM), for inactives: top-dose activity change, negative = inhibition, usual class: inhibitors. 360,000 compounds, 0.14% hits. AID 720709;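 further: potency means the concentration at half of the fitted maximal effect; plate controls were vehicle for no effect and positive control for full effect; nearly all actives have a fitted effect of over 50% in size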
GLP1R ag = activates the human GLP-1 receptor. HEK293 GLP-1R CRE-luciferase, luminescence, 4-6 h; cells express a hypersensitive GLP-1R form. Potency, µM (doses to about 45.6 µM), without a hit: at the top dose activation, hits mostly activators. 380,000 compounds, 0.007% hits; further: potency means the concentration at half of the fitted maximal effect; % of control where 0% means no effect
Target sequence (P43220 whole entry, looked up): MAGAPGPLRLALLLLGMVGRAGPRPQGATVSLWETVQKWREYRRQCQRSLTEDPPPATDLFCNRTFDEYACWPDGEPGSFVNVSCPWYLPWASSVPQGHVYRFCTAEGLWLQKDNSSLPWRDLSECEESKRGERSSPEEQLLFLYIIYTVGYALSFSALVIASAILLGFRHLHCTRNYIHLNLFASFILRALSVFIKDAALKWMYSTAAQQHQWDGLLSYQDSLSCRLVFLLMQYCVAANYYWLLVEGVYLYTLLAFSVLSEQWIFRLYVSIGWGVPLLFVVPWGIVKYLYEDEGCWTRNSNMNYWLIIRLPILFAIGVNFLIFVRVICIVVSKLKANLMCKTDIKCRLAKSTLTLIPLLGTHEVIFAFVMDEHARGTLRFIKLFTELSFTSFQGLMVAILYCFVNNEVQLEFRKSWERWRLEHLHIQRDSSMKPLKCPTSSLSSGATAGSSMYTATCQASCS
GLP1R inv ag = inverse agonists of human GLP-1 receptor. P43220. HEK293 GLP-1R CRE-luciferase, luminescence, 24 h; GLP-1R form is constitutively active. Potency, µM (top dose mostly 38.3 µM), for the others: top-dose activity change, negative = inhibition, most hits filed as inhibitors. 410,000 compounds, 1.6% hits. AID 624417; further: potency means the concentration at half of the fitted maximal effect; on the % scale 0 is the no-effect control and ±100 the full control effect; nearly all actives have a fitted effect of over 55% in size
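Constitutively active GLP-1R drives a cAMP-responsive luciferase in stably transfected HEK293 cells; test compounds are added after overnight (12 h) attachment and left 24 hr, and signal loss in luminescence marks inhibition.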
Active calls of the source: *; i = inactive; ? = inconclusive; / = no result given; & = joins results of further samples; [ ] = remark or other dose. Unless noted, the call rests on the fitted dose curve; in most records, active means well fitted curve in the direction sought with a large enough effect; inconclusive means small, poorly fitted or top-dose-only effect, or another doubt; inactive means no such curve, though single readings can be large; an effect the other way counts as inactive or inconclusive.

SMILES | GLP1R cytotox | PLK1 PBD block | IL2 activator | PI5P4Ka inh | EPAC1 ag | PTHR1 agonist | EPAC1 antag | GLP1R ag | GLP1R inv ag
Cc1noc(C)c1COc1ccc(C(=O)OCC(=O)Nc2ccc3c(c2)OCO3)cc1 | 3% | -2% | 0.0 | 5 | 7% | -29%[57.5 µM] | -11% | -12% | 1%
Cc1nc(C(=O)NNC(=O)c2ccc(C(F)(F)F)cc2)cs1 | 2% | 5% | -0.8 | 5 | -1% | -3% | -3% | 1% | -2%
COc1ccc(-c2cc(NC(C)=O)c3ncc(-c4ccccc4)n3c2)cc1OC | -15% | ? | -0.1 | -27 | 5% | -34% | 6% | 23% | -14%
c1cc(OCCCN2CCCCC2)ccc1CN1CCCCC1 | ? | 4% | 0.6 | 1 | 5% | 2% | 13% | 4% | -55%
CC(C)C(=O)Nc1sc2c(c1C#N)CCCCC2 | -6% | -12% | 0.1 | 7 | 15% | -7% | -6% | 7% | ?
Cc1ccccc1NC(=O)c1ccc(Cn2cc([N+](=O)[O-])cn2)o1 | 11% | -16% | 0.8 | 1 | 17% | i | -6% | -3% | -13%
O=C(CCCCn1c(=O)c2ccccc2n(Cc2ccccc2F)c1=O)NCc1ccccc1Cl | 3% | / | / | / | / | 0% | / | -1% | 3%
N/C(=C\C(=O)c1cc(Cl)ccc1O)C(Cl)(Cl)Cl | ? | 6.7µM* | -3.7 | 1 | -4% | i | -22% | 2% | ?
COc1ccc(C(=O)NCC(=O)Nc2ccc(-c3ccccc3)cc2)cc1 | ? | -3% | -3.9 | -7 | -1% | -19% | -11% | -1% | 12%
CC(=O)Nc1cccc(-c2cc(C)c3cc4c(cc3n2)OCO4)c1 | 4% | -10% | -0.4 | -23 | 3% | -61%[inhibitor] | -7% | 25% | 78%[activator]
CCOC(=O)c1c(NC(=O)COC(=O)C2CCC2)sc(C(=O)N(C)C)c1C | -7% | 0% | -4.1 | 10 | -8% | i | 7% | 8% | 21%
COc1cccc(NC(=O)CN2C(=O)NC3(CCCc4ccccc43)C2=O)c1 (configuration not stated) | -7% | 1% | -0.5 | 1 | 5% | -6% | 10% | 5% | -35%
O=C(N/N=C1\NC(=O)C(CO)(CO)S1)c1ccccc1 | 11% | 0% | -1.4 | 4 | -4% | i | -11% | 6% | 6%
Cc1ccc(S(=O)(=O)/N=C(/Nc2c(C)cccc2C)c2ccccc2)cc1 | 3% | -2% | -0.8 | -2 | 9% | -44%[inhibitor] | -7% | 8% | ?
COc1cccc(NC=C2C(=O)OC3(CCCCC3)OC2=O)c1 | 3% | -2% | 0.4 | -7 | -1% | -8% | -14% | 1% | -24%
CCOC(=S)SCC(=O)Nc1nc(-c2ccccc2)cs1 | ? | -14% | -6.2 | -3 | 5% | -28% | -2% | -3% | 0%
N#Cc1ncc(-c2ccc3c(c2)OCCOCCOCCOCCO3)nc1C#N | ? | -9% | 0.5 | 4 | -6% | -16% | -17% | -4% | 59%[activator]
CC(=O)c1cccc(NC(=O)C2CC(=O)N(c3cccc(C)c3C)C2)c1 (configuration not stated) | -2% | -7% | -3.0 | / | 11% | 1%[57.5 µM] | 17% | 25% | 0%
OCCN1CCN(c2nc(N3CCCCC3)nc(N3CCCCC3)n2)CC1 | -16% | 0% | -2.2 | 1 | -12% | i | 2% | 10% | -7%
Cc1ccc(S(=O)(=O)N/N=C\c2cc3c(cc2[N+](=O)[O-])OCO3)cc1 | -29% | -9% | -2.8 | / | 2% | -24%[57.5 µM] | 0% | 3% | 8%
CSc1ncccc1C(=O)N1CCCC(N2CCN(c3ccccc3C)CC2)C1 (configuration not stated) | 1% | 5% | -2.4 | -6 | -11% | -18% | -1% | -2% | ?
O=C(Cn1cc2c(n1)CCCCC2)NC1CCN(Cc2ccccc2)CC1 | -18% | -14% | -4.5 | -2 | -3% | i | -8% | 13% | -20%
COc1ccc(NC(=O)c2cc(-c3cccc(OC)c3)on2)cc1 | -2% | -19% | -0.4 | 0 | -1% | -22% | -7% | 8% | 18%
COc1ccccc1-c1c(C)c(C)nc(N)c1C#N | -7% | -2% | -1.0 | 4 | -3% | -17% | 4% | -4% | -1%
O=C(C[n+]1ccc(/C=N/O)cc1)N(Cc1ccccc1)Cc1ccccc1 | -20% | -5% | -2.0 | 0 | 11% | i | -1% | 6% | -6%

Looked up above:
`OCCN1CCN(c2nc(N3CCCCC3)nc(N3CCCCC3)n2)CC1` in EPAC1 antag has 2%
`CC(=O)Nc1cccc(-c2cc(C)c3cc4c(cc3n2)OCO4)c1` in GLP1R cytotox has 4%
`O=C(CCCCn1c(=O)c2ccccc2n(Cc2ccccc2F)c1=O)NCc1ccccc1Cl` in PTHR1 agonist has 0%
`COc1ccc(C(=O)NCC(=O)Nc2ccc(-c3ccccc3)cc2)cc1` in PI5P4Ka inh has -7
`Cc1noc(C)c1COc1ccc(C(=O)OCC(=O)Nc2ccc3c(c2)OCO3)cc1` in IL2 activator has 0.0
`O=C(N/N=C1\NC(=O)C(CO)(CO)S1)c1ccccc1` in EPAC1 ag has -4%

The list continues:
SMILES | GLP1R cytotox | PLK1 PBD block | IL2 activator | PI5P4Ka inh | EPAC1 ag | PTHR1 agonist | EPAC1 antag | GLP1R ag | GLP1R inv ag
CCc1ccc(OCC(=O)N/N=C(\C)c2ccc(OC(F)F)cc2)cc1 | -2% | -6% | -1.8 | 3 | -10% | i | -3% | 22% | ?
Cc1cc2nc(C)n(CCCNC(=O)Nc3ccccc3)c2cc1C | -21% | 4% | -4.1 | / | 6% | 4%[57.5 µM] | -2% | 6% | ?
c1ccc(CNc2ncnc3ccccc23)cc1 | -2%&-1% | -1%&-8% | -2.0&1.2 | 1 | 4%&4% | -91%&-52%[inhibitor] | 9%&8% | -5%&17% | -15%&2%
O=C(CN1CCC(Cc2ccccc2)CC1)NCCc1ccc(F)cc1 | ? | -15% | 6.7 | 5 | -6% | -31%[inhibitor] | -11% | 16% | ?
CCc1cc2c(N[C@@H](Cc3c[nH]c4ccccc34)C(=O)O)ncnc2s1 | 1% | -7% | -1.1 | 2 | 1% | i | -8% | -8% | 2%
Cc1ccccc1C(=O)NCCCn1ccnc1 | -7% | -17% | 1.1 | 3 | 11% | -8% | -4% | 6% | 12%
O=C(CCc1nc(-c2ccccc2F)no1)NCCN1CCN(Cc2ccccc2)CC1 | -9% | -4% | -0.1 | 2 | 1% | -1%[57.5 µM] | 3% | 18% | -33%
Cc1nn(Cc2ccccc2)c(C)c1C(=O)N1CCN(CC(=O)Nc2ccc(F)cc2)CC1 | -8% | 1% | -0.1 | 5 | -1% | i | -8% | -1% | 20%
Cc1ccc2c(Cl)cc(Cl)c(OCC(=O)OCC(=O)Nc3ccc(C#N)cc3)c2n1 | 20% | -4% | -2.4 | 1 | 3% | i | 7% | 1% | -2%
COc1cc(C(=O)OCC(=O)N2CCCC2=O)cc(OC)c1C | 14% | -14% | -0.3 | -16 | 8% | -31%[inhibitor] | 1% | 11% | 9%
O=C(NCCCCCCNC(=O)c1ccccc1O)c1ccccc1O | -17% | 3% | -8.0 | -2 | -27% | -44%[inhibitor] | -14% | 7% | 7%
CCN(C[C@H]1N[C@@](Cc2ccccc2)(C(=O)OC)[C@H]2C(=O)N(Cc3ccccc3)C(=O)[C@@H]12)S(=O)(=O)c1ccc(-c2ccccc2)cc1 | 1% | 1% | -0.5 | 5 | 6% | -3% | 2% | -1% | 7%
CCN1CCCC1CN(Cc1cc2ccc(C)cc2[nH]c1=O)C(=S)Nc1ccc(OC)cc1 (configuration not stated) | ? | -7% | -0.6 | -9 | -7% | -21% | -9% | 1% | ?
COc1cccc(CNC(=O)Cn2ncc3c(=O)oc4ccccc4c32)c1 | 8%&11% | -2% | 0.4 | 1 | 11% | -2%&-33% | 3% | 6%&-1% | 7%&15%
COc1ccc(C2=CC(=O)C[C@H](CN3C(=O)c4ccccc4C3=O)N(C(=O)OC(C)(C)C)O2)cc1 | 8% | -9% | -0.4 | 5 | -2% | i | -9% | 17% | 7%
COc1ccc(-n2nc3c(N4CCC(C(=O)NCc5ccco5)CC4)nnc(C)c3c2C)cc1 | -14% | -2% | 0.4 | -2 | -7% | 0% | -17% | -3% | 27%
O=C(O)CSc1nnc(-c2ccc3c(c2)OCO3)o1 | -9% | -2% | -0.7 | / | 2% | i | 1% | -13% | -3%
O=C1Nc2c(c(=O)[nH]c(=O)n2-c2ccccc2)C1(Nc1ncccn1)C(F)(F)F (configuration not stated) | -6% | -1% | -0.2 | -13 | 5% | -1% | 5% | 0% | 10%

Another view of some results above:
COc1cccc(CNC(=O)Cn2ncc3c(=O)oc4ccccc4c32)c1
  GLP1R cytotox: 8%&11%
  PLK1 PBD block: -2%
  IL2 activator: 0.4
  PI5P4Ka inh: 1
  EPAC1 ag: 11%
  PTHR1 agonist: -2%&-33%
  EPAC1 antag: 3%
  GLP1R ag: 6%&-1%
  GLP1R inv ag: 7%&15%
COc1ccc(C2=CC(=O)C[C@H](CN3C(=O)c4ccccc4C3=O)N(C(=O)OC(C)(C)C)O2)cc1
  GLP1R cytotox: 8%
  PLK1 PBD block: -9%
  IL2 activator: -0.4
  PI5P4Ka inh: 5
  EPAC1 ag: -2%
  PTHR1 agonist: i
  EPAC1 antag: -9%
  GLP1R ag: 17%
  GLP1R inv ag: 7%

Only part of the results is shown, so the mix of outcomes need not match the whole.
